Screening results as filed in PubChem BioAssay.
RTF Ca sens inh: cardiac RTF calcium sensitivity inhibitors, primary screen, biochemical, IANBD-TnC fluorescence, EC70 calcium; inhibition, % at 7.15 µM; Troponin I, cardiac muscle (Homo sapiens) + Troponin T, cardiac muscle (Homo sapiens) + …; 0.12% of 340,000 active; AID 493244, 2011; IANBD-labeled cardiac RTF, Ca2+ fluorescence;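 active means inhibition above the mean inhibition of all tested compounds plus 3 SD, cut at about 17% in these data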;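 further: assay run at fixed EC70 calcium of 1.6 mM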
DSG3 Ab inh: inhibitors of pemphigus antibody binding to DSG3, primary screen, biochemical, bead-based, flow cytometry, scFv-GFP; DSG3-coupled beads, scFv-anti-DSG3-GFP binding; active compounds read low; AID 588358, 2011; Desmoglein-3 (Homo sapiens), P32926; binding (percent of control), % at 10 µM; 0.48% of 310,000 active;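 active means binding more than 3 SD below its plate's average and above zero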;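 further: hits lower antibody fragment binding to DSG3; some compounds called inactive have numbers as strong as hits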
Wnt act: Wnt/beta-catenin pathway activators, primary screen, cell-based, plate reader, single point; Wnt/beta-catenin reporter cell assay, activator; activation, % at 9.35 µM; 1.2% of 300,000 active; in the data active means activation above about 30%, passing the limit was not always enough;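 further: 0% = neutral control wells and 100% = positive control wells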
Keap1 Nrf2 FP: Keap1-Nrf2 protein-protein interaction inhibitors, primary screen, biochemical, fluorescence polarization, single point. Keap1 Kelch-Nrf2 peptide fluorescence polarization, 1536-well. 0.15% of 340,000 active. Kelch-like ECH-associated protein 1 (Homo sapiens), Q14145. inhibition, % at 9.4 µM. AID 504523, 2011; in the data active means inhibition above about 12%;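 further: human Keap1 Kelch domain with fluorescein labeled Nrf2 9mer peptide probe; 0% = neutral control wells and 100% = peptide positive control; higher means more block of Keap1 binding to Nrf2 peptide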
Target sequence (Q14145 whole entry, looked up, the tested form may be a part): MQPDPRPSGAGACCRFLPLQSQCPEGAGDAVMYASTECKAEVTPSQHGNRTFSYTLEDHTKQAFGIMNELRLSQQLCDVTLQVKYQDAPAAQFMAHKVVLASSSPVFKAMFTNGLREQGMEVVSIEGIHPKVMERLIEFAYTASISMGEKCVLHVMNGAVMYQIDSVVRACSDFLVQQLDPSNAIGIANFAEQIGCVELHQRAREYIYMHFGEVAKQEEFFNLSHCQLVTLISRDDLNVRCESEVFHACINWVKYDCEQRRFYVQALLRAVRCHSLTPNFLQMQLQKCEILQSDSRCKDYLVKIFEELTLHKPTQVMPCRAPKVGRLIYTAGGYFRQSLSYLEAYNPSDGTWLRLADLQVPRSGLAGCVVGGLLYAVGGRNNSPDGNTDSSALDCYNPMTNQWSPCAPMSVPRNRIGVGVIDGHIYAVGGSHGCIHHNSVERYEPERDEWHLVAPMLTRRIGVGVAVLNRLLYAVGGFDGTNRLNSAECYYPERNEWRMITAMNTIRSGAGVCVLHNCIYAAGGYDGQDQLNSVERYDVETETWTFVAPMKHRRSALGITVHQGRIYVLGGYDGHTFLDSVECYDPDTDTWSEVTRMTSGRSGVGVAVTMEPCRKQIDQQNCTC
LANA DNA inh: inhibitors of KSHV C-LANA binding to DNA, primary screen, biochemical, fluorescence polarization, FAM-LBS DNA, MBP-C-LANA, single point; Kaposi's sarcoma herpesvirus LANA C-terminal domain (residues 932-1162) DNA binding; inhibition, % at 9 µM; 0.078% of 340,000 active; AID 504423, 2011;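 active means highest replicate inhibition at or above 60% at 9 µM, even if other replicates fall short; inactive means all replicates below 60% inhibition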;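 further: 0% = neutral control wells and 100% = 4 µM acridine orange control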
Arr AP2 block: inhibitors of beta-arrestin/AP2 binding, primary screen, biochemical, GPCR trafficking, flow cytometry; FITC-arrestin peptide / GST-AP2 beads; AP2 beta2 appendage carries R879A mutation; inhibition, % at 10 µM; 0.31% of 340,000 active; AID 504490, 2011;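 active means inhibition above a set limit, near 3 SD of compounds lacking own fluorescence, cut at about 54% in these data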;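 further: plate controls were DMSO wells for no effect and 5 µM unlabelled arrestin peptide for full effect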
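Material – GST-tagged AP2 beta2-adaptin appendage (R879A) on 4 µm glutathione beads · Probe or stimulus – fluorescein-tagged arrestin peptide at 50 nM final · Timing – 12 min plus 1 h, RT · Detection – bead flow cytometry, FITC channel · Read-out basis – inhibition as reduced fluorescein signal on beads, percent · Medium – PBS plus Tween 20 (0.05%) and BSA (0.1%)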
MOR-DOR ag: agonists of OPRM1-OPRD1 heterodimerization, primary screen, cell-based, luminescence. Mu-type opioid receptor (Homo sapiens) + Delta-type opioid receptor (Homo sapiens), …. cells. activation, % at 9.3 µM. 0.3% of 340,000 active. AID 504326, 2011; in the data active means activation above about 18%;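 further: 0% = vehicle-treated cells and 100% = reference agonist; values of inactives mirror those of a sister screen read the other way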
RTF Ca sens act: cardiac RTF calcium sensitivity activators, primary screen, biochemical, IANBD-TnC fluorescence, EC20 calcium. Troponin I, cardiac muscle (Homo sapiens) + Troponin T, cardiac muscle (Homo sapiens) + …. IANBD-labeled TnC RTF fluorescence at EC20 calcium; 0% EC20 calcium, 100% full calcium. activation, % at 7.2 µM. 0.24% of 340,000 active. AID 493008, 2010;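 active means activation above the mean over all tested compounds plus 3 SD, cut at about 30% in these data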;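 further: rise in fluorescence read as greater calcium sensitivity of cardiac thin filaments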
V-ATPase pH: regulators of yeast V-ATPase proton pumping, primary screen, pHLuorin cytosolic pH fluorescence. S. cerevisiae. 0.37% of 350,000 active. response, % at 10 µM; in the data active means response mostly above about 7.3%, no sharp cut-off; inactive means mostly below about 5.4%; further: actives read high; inactives centre near 0; some compounds called inactive have numbers as strong as hits; reference of the scale not given here
MOR-DOR inv ag: inverse agonists of MOR-DOR heterodimerization, primary screen, cell-based, luminescence; Mu-type opioid receptor (Homo sapiens) + Delta-type opioid receptor (Homo sapiens), …; cell-based MOR-DOR heterodimer luminescence, inverse agonism; inhibition, % at 9.3 µM; 0.21% of 340,000 active; AID 504357, 2011; in the data active means inhibition above about 22%, passing the limit was not always enough;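 further: 0% = cells with DMSO and 100% = wells without cells with DMSO; values of inactives mirror those of a sister screen read the other way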
Numbers without * were called inactive; . = no result given.

no.	Structure	RTF Ca sens inh	DSG3 Ab inh	Wnt act	Keap1 Nrf2 FP	LANA DNA inh	Arr AP2 block	MOR-DOR ag	RTF Ca sens act	V-ATPase pH	MOR-DOR inv ag
1	CC(C)c1ccc(N(C(=O)c2csnn2)C(C(=O)NC2CCCC2)c2ccncc2)cc1 (centres undefined)	-1	103	2	4	-0.6	25	-2.5	-6	2	16
2	Cc1ccsc1CN(C)C(=O)CN1C(=O)NC2(CCCCC2C)C1=O (centres undefined)	-3	101	0	-1	-0.1	-6	-2.0	0	2	8
3	COCC(=O)N(Cc1cc2cc(OC)ccc2[nH]c1=O)c1ccccc1	0	96	.	-2	0.1	11	-0.6	-2	0	3
4	O=C(Cn1cc(SCc2ccccc2Cl)c2ccccc21)N1CCOCC1	4	113	.	-3	1.0	-13	1.1	-4	0	-6
5	Cc1ccc(C(=O)Nc2nc(=O)n(C(=O)CC(C)C)s2)cc1	-12	125	.	-2	-0.3	-13	-1.1	-4	-1	7
6	Cc1nc(SCC(=O)Nc2cc(C)on2)c2c(C)c(C)sc2n1	-8	93	.	2	-0.1	18	-0.6	8	7	3
7	O=C(N/N=C/c1ccccc1C(=O)O)c1cccc(S(=O)(=O)Nc2cc(Cl)ccc2Cl)c1	-26	90	1	-5	-1.4	-12	-2.7	7	3	14
8	c1ccc(C2Oc3ccccc3C3CC(c4cccs4)=NN32)cc1 (centres undefined)	-11	185	38*	-13	-1.1	-1	-1.6	-3	1	9
9	COc1ccc(NC(=O)COC(=O)Cn2cnc3ccccc3c2=O)c(OC)c1	1	.	2	-1	-0.1	2	-4.2	3	0	16
10	O=C(Cn1ccc(C(F)(F)F)n1)N/N=C/c1ccc2c(c1)OCO2	3	106	.	3	-1.3	.	-0.3	5	6	2
11	CNc1oc(Cc2ccccc2)nc1S(=O)(=O)c1ccccc1	7	97	.	-17	-2.5	2	-1.0	-2	-1	6
12	O=C(COC(=O)c1ccc2c(c1)OCO2)Nc1ccccc1OC(F)F	5	.	-1	-4	-0.6	-8	2.2	-6	-2	-9

Quoted from the listing:
Cc1ccc(C(=O)Nc2nc(=O)n(C(=O)CC(C)C)s2)cc1 – RTF Ca sens inh: -12
O=C(Cn1cc(SCc2ccccc2Cl)c2ccccc21)N1CCOCC1 – MOR-DOR ag: 1.1

Entries above shown as hits in Wnt act.
no.	Structure	RTF Ca sens inh	DSG3 Ab inh	Wnt act	Keap1 Nrf2 FP	LANA DNA inh	Arr AP2 block	MOR-DOR ag	RTF Ca sens act	V-ATPase pH	MOR-DOR inv ag
8	c1ccc(C2Oc3ccccc3C3CC(c4cccs4)=NN32)cc1 (centres undefined)	-11	185	38*	-13	-1.1	-1	-1.6	-3	1	9

Next compounds.
no.	Structure	RTF Ca sens inh	DSG3 Ab inh	Wnt act	Keap1 Nrf2 FP	LANA DNA inh	Arr AP2 block	MOR-DOR ag	RTF Ca sens act	V-ATPase pH	MOR-DOR inv ag
13	CN(C)CC(C)(C)CNS(=O)(=O)c1cccc2nsnc12	3	.	0	-5	-0.8	-1	-2.3	2	1	11
14	CCCCCCNc1c([N+](=O)[O-])c(=O)sc2ccccc12	-4	113	0	-5	-0.5	11	1.8	2	-3	-9
15	CCOc1ccc(NC(=O)N2CCN(c3nc4ccccc4s3)CC2)cc1	-1	105	.	1	0.2	18	4.3	-4	1	-24
16	Cc1nc(N2CCOCC2)[nH]c(=O)c1CCC(C)C	-1	107	-2	2	1.7	31	-2.9	8	-1	15
17	Clc1cccc(/C=N\Nc2nccs2)c1	-3	106	14	-6	0.3	1	6.6	6	6	-39
18	CSc1nsc(NC(=O)CCNC(=O)c2ccc([N+](=O)[O-])cc2)n1	-10	98	2	-1	2.0	-8	1.6	3	7	-13
19	COc1ccc(-c2nn(-c3ccccc3)cc2C(=O)NC2CC2)cc1	4	88	5	3	-0.1	-7	-3.8	-1	0	16
20	CCOC(=O)c1cccc(NC(=O)CSc2nnc(-c3ccncc3)n2CCCOC)c1	-1	99	-3	-4	0.2	-3	-1.9	4	2	9
21	CCC(C)(C)n1nnnc1C(c1cc2ccc(C)cc2[nH]c1=O)N(Cc1cccnc1)Cc1ccco1 (centres undefined)	9	96	-3	-3	-1.0	4	2.2	0	2	-13
22	Cc1cccc(C)c1NC(=O)CNC(=O)CN1C(=O)NC2(CCc3ccccc32)C1=O (centres undefined)	-3	102	-1	-4	0.1	-17	-3.1	4	-2	12
23	CCOC(=O)C1=CN(C)C=C(C(=O)OCC)C1c1ccsc1	-4	100	.	-3	0.4	12	-0.3	-1	0	2
24	Cc1ccc2oc(C(=O)N3CCC(O)(c4cccc(C(F)(F)F)c4)CC3)c(C)c2c1	-5	111	5	9	0.3	-15	7.5	-5	-3	-38
25	Cc1ccc2nc(N3C(=O)CNC3=S)sc2c1	.	100	-2	-6	1.6	1	.	.	-6	.
26	Cc1c(C(=O)NCc2ccco2)oc2c(F)cccc12	-3	.	1	-4	-1.9	-11	0.2	4	0	-1
27	O=C(O)CC(NCc1ccco1)C(=O)OCCCl (centres undefined)	-4	105	.	-6	-1.6	2	-2.8	-3	2	14
28	Cc1ccc(S(=O)(=O)CCC(=O)Nc2nc3c(s2)CCCC3)cc1	-12	109	.	-6	0.7	8	-0.9	4	2	5
29	CCCCC(=O)OCC(=O)c1ccc(OCC)cc1	3	100	.	2	-0.6	1	-2.6	-7	-1	15
30	O=C(CN1CCCCC1)Nc1c2c(nc3ccccc13)N(c1ccccc1)CC2	4	86	0	0	0.2	6	0.5	2	0	-2
31	COc1ccc(N2CCN(C(c3cc4cc(C)ccc4[nH]c3=O)c3nnnn3Cc3ccccc3)CC2)cc1 (centres undefined)	-5	99	-5	-2	-0.8	6	1.9	-5	1	-10
32	CCCCCCC(C)n1cc(C(C)=O)c(=O)n(C)c1=O (centres undefined)	4	87	0	-3	0.5	11	-1.1	-8	-1	5
33	COc1ccc(-c2nnn(CC(=O)N3CCN(c4ccc(F)cc4)CC3)n2)cc1	4	101	3	-3	0.3	-1	0.0	6	-1	0
34	Nc1ccccc1SCc1cn2ccccc2n1	2	101	-1	-3	-0.9	20	-2.4	-6	-3	14
35	CC(C)[C@H](NC(=O)[C@@H]1CSCN1C(=O)OC(C)(C)C)C(=O)NCC1CCC(C(=O)O)CC1 (some centres undefined)	-2	99	2	-2	-0.1	-9	-1.1	1	-1	6
36	c1ccc(Cc2ccc(OCCn3cncn3)cc2)cc1	1	.	0	-1	1.1	-1	-0.8	4	-1	4

An excerpt from above, reduced to Keap1 Nrf2 FP, Arr AP2 block and RTF Ca sens act.
item | compound | Keap1 Nrf2 FP | Arr AP2 block | RTF Ca sens act
31 | COc1ccc(N2CCN(C(c3cc4cc(C)ccc4[nH]c3=O)c3nnnn3Cc3ccccc3)CC2)cc1 (centres undefined) | -2 | 6 | -5
32 | CCCCCCC(C)n1cc(C(C)=O)c(=O)n(C)c1=O (centres undefined) | -3 | 11 | -8
33 | COc1ccc(-c2nnn(CC(=O)N3CCN(c4ccc(F)cc4)CC3)n2)cc1 | -3 | -1 | 6
34 | Nc1ccccc1SCc1cn2ccccc2n1 | -3 | 20 | -6
35 | CC(C)[C@H](NC(=O)[C@@H]1CSCN1C(=O)OC(C)(C)C)C(=O)NCC1CCC(C(=O)O)CC1 (some centres undefined) | -2 | -9 | 1

The list continues.
no.	Structure	RTF Ca sens inh	DSG3 Ab inh	Wnt act	Keap1 Nrf2 FP	LANA DNA inh	Arr AP2 block	MOR-DOR ag	RTF Ca sens act	V-ATPase pH	MOR-DOR inv ag
37	Cc1ccc(NC(=S)NCc2cccs2)c(C)c1	-14	.	3	0	-0.3	9	-0.9	-4	2	6
38	COc1cccc(OC)c1C(=O)NCCN1CCN(C(=O)c2c(OC)cccc2OC)CC1	2	.	.	5	-3.5	-2	-1.8	-1	1	11
39	CCCNc1c(NS(=O)(=O)c2ccc(C)c(C)c2)c(=O)oc2ccccc12	0	102	-1	-1	0.5	-2	-3.6	0	-1	18
40	COC(=O)C1=C(C)NC(=O)C1(NC(=O)c1cccnc1)C(F)(F)F (centres undefined)	-8	70	.	0	2.7	29	-1.2	-6	-1	7
41	CC(C)(C)N(Cc1ccccc1)C(=O)COC(=O)C1CC1	-1	96	-4	2	0.5	11	-1.8	-7	3	10
42	O=C(CCN1C(=O)c2ccccc2S1(=O)=O)Nc1ccccc1	-2	83	5	-1	1.1	9	-1.0	-3	0	6
43	COc1ccc(NC(=S)N(CCCN2CCCCCC2)Cc2cccs2)cc1	-3	106	-1	-2	0.7	31	-1.2	8	2	6
44	COc1ccc(-c2n[nH]c(=S)o2)c(OC)c1	2	104	.	-1	-1.7	-22	1.0	4	-1	-4
45	N#Cc1cc2c(nc1SCc1ccncc1)CCC2	-5	124	19	-4	0.6	-3	-0.4	-4	0	3
46	Cc1cc(C)n(CCc2nc(-c3cccs3)cs2)n1	3	97	1	-5	1.4	12	-0.6	-1	2	3
47	COc1ccc(-c2cc(C(=O)Nc3cc(C)on3)c3ccccc3n2)c(OC)c1	-2	.	-4	2	-0.1	40	-2.9	-3	-4	15
48	O=c1[nH]c(SCc2ccccc2[N+](=O)[O-])nc2nc[nH]c12	-9	90	0	1	-1.1	9	-0.5	10	-1	2
49	COc1ccc(OC)c(-c2c3c([nH]c(=S)c2C#N)CCCC3)c1	-1	101	-1	-2	2.0	6	-1.5	2	2	8
50	O=C(O)C1CC=CCC1C(=O)Nc1ccc(N2CCN(Cc3ccccc3)CC2)cc1 (centres undefined)	-11	71	0	0	0.0	21	-1.9	1	-1	10
51	Cc1nnc(SCC(=O)N2CCN(S(=O)(=O)c3ccccc3)CC2)n1Cc1ccccc1	-3	.	0	-2	-1.8	-2	-3.0	-3	3	18
52	O=C(NCCc1cccnc1)C1CCC(=O)N(Cc2ccc(Cl)cc2)C1 (centres undefined)	2	109	-2	-1	1.4	-3	-1.7	-4	2	9
53	O=C(NNC(=O)c1ccc(F)c(S(=O)(=O)N2CCOCC2)c1)c1ccc([N+](=O)[O-])cc1	-8	97	-2	0	-1.4	28	-0.6	-1	7	3

Not a hit list (roughly 3.1% active in at least one column).
